# Source: PubChem (Sanford-Burnham Center for Chemical Genomics)
# Gli-Sufu antag – Gli-Sufu pathway antagonism; Sufu-KO-LIGHT fibroblasts, Gli luciferase reporter luminescence; hit rate 0.74% among 340,000; inhibition, % at 5 µM; AID 588413;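 active = inhibition above about 55%, limit read from the data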;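 also: 0% = DMSO-treated cells and 100% = wells with medium but no cells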
# EBI2 block – antagonists of human EBI2 receptor. P32249. EBI2 beta-arrestin recruitment, luminescence, 7a,25-OHC stimulated. inhibition, % at 5 µM. hit rate 0.81% among 360,000; in the data active = inhibition above about 38%;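 also: enzyme fragment complementation signal reports receptor beta-arrestin coupling in cells; 0% = agonist plus DMSO wells and 100% = wells without agonist; some results beyond the cut were filed as inactive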
# APJ antagonist – antagonists of human APJ apelin receptor; CHO-K1 APJ beta-arrestin complementation, luminescence; inhibition, % at 20 µM; hit rate 0.32% among 330,000;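 active = inhibition above about 40% at 20 µM, limit read from the data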;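 also: cells challenged with 10 nM apelin-13 agonist together with compound; plate controls were apelin-13 plus DMSO wells for no effect and DMSO wells lacking apelin-13 for full effect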
# APJ agonist – activates the human apelin receptor APJ. P35414. CHO-K1 APJ PathHunter beta-arrestin, luminescence; 0% DMSO wells, 100% apelin. activation, % at 20 µM. hit rate 0.11% among 330,000. AID 2520;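 active = activation more than six SD over the plate average, tested at 20 µM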;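 also: 0% = DMSO alone and 100% = apelin-13 at 10 nM; some results filed as inactive read as strong as hits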
#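 Test system: CHO-K1 APJ beta-arrestin complementation cell line | Compound: Single test compound dose, 20 µM final, 1% DMSO | Incubation: Compound 90 min 25 °C, reagent 1 h | Measured by: beta-gal luminescence | Read-out basis: APJ–arrestin association signal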
# UBC13 inh – inhibitors of human UBC13 polyubiquitin chain formation; inhibition, % at 20 µM; P61088; TR-FRET; hit rate 0.47% among 330,000; in the data active = inhibition above about 45%, passing the limit was not always enough
# Target sequence (P61088 whole entry, looked up): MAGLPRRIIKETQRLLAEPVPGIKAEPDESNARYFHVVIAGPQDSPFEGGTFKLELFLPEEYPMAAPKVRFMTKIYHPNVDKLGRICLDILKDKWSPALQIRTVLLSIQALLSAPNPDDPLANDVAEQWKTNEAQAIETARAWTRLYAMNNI
# CXCR6 block – CXCR6 (human) receptor inhibition; O00574; CHO-K1 PathHunter CXCR6 beta-arrestin, luminescence; inhibition, % at 20 µM; hit rate 0.36% among 360,000; in the data active = inhibition above about 34%, passing the limit was not always enough;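 also: antagonist mode with CXCL16 agonist at 10 nM final; 0% = 10 nM CXCL16 with DMSO and 100% = unstimulated wells without agonist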
# CCR6 antagonist – CCR6 (human) receptor antagonism; hit rate 0.49% among 340,000; P51684; inhibition, % at 20 µM; CHO-K1 CCR6 PathHunter beta-arrestin, luminescence, CCL20-stimulated;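 active = compounds whose inhibition of the agonist-driven luminescence signal at 20 µM reaches about 50%, limit read from the data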;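 also: cells stimulated with CCL20 at 14 nM final; plate controls were DMSO with CCL20 for no effect and DMSO without agonist for full effect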
# Target sequence (P51684 whole entry, looked up): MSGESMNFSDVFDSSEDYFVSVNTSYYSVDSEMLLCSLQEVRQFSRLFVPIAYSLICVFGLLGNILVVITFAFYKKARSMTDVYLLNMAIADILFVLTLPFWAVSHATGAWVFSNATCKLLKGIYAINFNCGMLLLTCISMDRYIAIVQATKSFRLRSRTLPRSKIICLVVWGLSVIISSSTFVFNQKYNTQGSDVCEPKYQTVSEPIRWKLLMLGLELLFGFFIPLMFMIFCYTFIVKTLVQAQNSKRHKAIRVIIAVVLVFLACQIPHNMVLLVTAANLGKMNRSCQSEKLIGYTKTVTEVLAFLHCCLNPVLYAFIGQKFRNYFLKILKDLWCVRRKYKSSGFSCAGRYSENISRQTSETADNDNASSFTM
# ATG4B inhibitor – ATG4B (human) cysteine protease inhibition; ATG4B cleavage of LC3-PLA2, NBD-HPC fluorescence, 1 h; inhibition, % at 8.33 µM; hit rate 0.51% among 340,000; AID 504462; in the data active = inhibition above about 40%
# Target sequence (Q9Y4P1 whole entry, looked up): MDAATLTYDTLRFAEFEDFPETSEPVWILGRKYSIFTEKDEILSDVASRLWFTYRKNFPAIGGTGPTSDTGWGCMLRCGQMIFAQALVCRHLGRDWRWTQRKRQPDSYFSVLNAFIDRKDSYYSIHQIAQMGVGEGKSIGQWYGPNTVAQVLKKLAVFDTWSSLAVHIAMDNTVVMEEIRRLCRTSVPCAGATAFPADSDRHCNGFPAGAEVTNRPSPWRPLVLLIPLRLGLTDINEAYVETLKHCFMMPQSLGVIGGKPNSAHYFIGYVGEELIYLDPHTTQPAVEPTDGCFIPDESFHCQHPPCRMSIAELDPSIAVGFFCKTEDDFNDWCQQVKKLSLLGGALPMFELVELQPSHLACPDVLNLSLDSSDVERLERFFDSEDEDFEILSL
# Starred values were filed as active, the others as inactive; x = no result given.
SMILES,Gli-Sufu antag,EBI2 block,APJ antagonist,APJ agonist,UBC13 inh,CXCR6 block,CCR6 antagonist,ATG4B inhibitor
Cc1ccc2c(c1)C(=O)CC1(CCC(C(C)(C)C)CC1)O2 (centres undefined),-7,-4,25,-9,13,-10,5,-9
COc1ccc(CCNCc2ccc(-c3ccccc3)cc2)cc1OC,0,-16,x,x,x,-5,9,2
CC(C)NC(=O)CN(c1cccc(Br)c1)S(C)(=O)=O,5,-1,9,-3,0,-3,5,-2
Oc1ccc2ccccc2c1C=Nc1ccccc1,4,-9,-3,-1,-9,-4,13,7
CC1(C)CC2(CC(c3cccs3)c3cc(Cl)c(O)cc3O2)NC(=S)N1 (centres undefined),19,-5,28,-3,26,6,7,-15
O=C(Cn1cnc2ccccc2c1=O)c1ccc2c(c1)OCCO2,9,3,1,-3,4,-8,8,-5
Cc1cccc(-n2nnnc2SCC(=O)Nc2cccc(S(N)(=O)=O)c2)c1,10,-8,-21,-6,4,6,-3,-11
CNC(=O)/C(C#N)=C/c1c(N(Cc2ccccc2)Cc2ccccc2)nc2ccccn2c1=O,-7,21,24,-1,4,6,17,-18
Cc1nc2ccccc2c2oc(C(=O)N3CCN(C(=O)c4ccco4)CC3)cc12,4,6,3,-4,3,-2,11,-4
COc1cc(/C=C/C(=O)Nc2ccncc2)cc(OC)c1OC,4,-5,-43,1,0,-6,-7,-8
Cc1nnc(Oc2ccc([N+](=O)[O-])cc2)c2ccccc12,-13,1,3,-1,4,10,17,-5
CCOC(=O)c1c(C)[nH]c(C(=O)OCC(=O)Nc2sc(C(=O)N(C)C)c(C)c2C(=O)OCC)c1C,15,8,17,-2,10,12,5,-7
CCCc1nn(C)c2c(=O)[nH]c(-c3cc(S(=O)(=O)N4CCN(C)CC4)ccc3OCC)nc12,-1,3,16,-5,6,4,-1,-9
COc1cc(CN2CCC(C(=O)N3CCN(c4ccccc4F)CC3)CC2)cc(OC)c1OC,7,-9,-12,-1,-3,6,-10,3
Cn1c(=O)c(=O)n(C)c2cc(S(=O)(=O)N3CCOCC3)ccc21,2,3,15,-5,3,-2,3,-4
O=C(N/N=C\c1cc([N+](=O)[O-])ccc1N1CCCC1)c1ccccn1,10,-51,25,-3,-52,15,27,-10
O=C(c1ccc2c(c1)N(Cc1ccccc1F)C(=O)c1ccccc1S2)N1CCOCC1,6,x,-2,-4,8,x,5,-7
N#C/C(=C(/O)COC(=O)CCCNC(=O)c1ccc(Cl)cc1)c1nc2ccccc2[nH]1,7,4,-8,1,-8,-1,3,-11
CN1CCN(CC(=O)Nc2ccc(Cl)cc2Cl)CC1,-1,-3,8,-3,5,-7,-4,-11
Cc1ccc(CNc2ccc(N3CCOCC3)cc2)cc1,-28,-15,-6,4,-6,-6,-1,8

# Grouped by structure: the entries above with an NH in an aromatic ring (three)
SMILES,Gli-Sufu antag,EBI2 block,APJ antagonist,APJ agonist,UBC13 inh,CXCR6 block,CCR6 antagonist,ATG4B inhibitor
CCOC(=O)c1c(C)[nH]c(C(=O)OCC(=O)Nc2sc(C(=O)N(C)C)c(C)c2C(=O)OCC)c1C,15,8,17,-2,10,12,5,-7
CCCc1nn(C)c2c(=O)[nH]c(-c3cc(S(=O)(=O)N4CCN(C)CC4)ccc3OCC)nc12,-1,3,16,-5,6,4,-1,-9
N#C/C(=C(/O)COC(=O)CCCNC(=O)c1ccc(Cl)cc1)c1nc2ccccc2[nH]1,7,4,-8,1,-8,-1,3,-11

# More entries
SMILES,Gli-Sufu antag,EBI2 block,APJ antagonist,APJ agonist,UBC13 inh,CXCR6 block,CCR6 antagonist,ATG4B inhibitor
COC(C/C=C/[C@H](O)[C@@H](C)OCc1ccccc1)OC,-10,-7,14,-1,5,-1,-2,3
S=c1[nH]nc(-c2ccccn2)n1/N=C/c1cccc2ccccc12,0,1,-9,0,-20,-8,8,-1
Cc1ccc(-c2nnc(NC(=O)c3ccc([N+](=O)[O-])o3)o2)c(C)c1,-3,-19,-72,3,-28,7,13,-6
CCn1nnnc1SCC(=O)NCc1ccco1,-23,-1,10,3,4,-5,12,-3
COc1ccc2nc(NC(=O)CSc3nnnn3C3CCCCC3)sc2c1,4,9,4,-4,4,6,-5,-17
CCn1c(SCC(=O)N2CCOCC2)nc2c(c1=O)SC(C)C2 (centres undefined),-6,6,11,3,-1,-2,-16,-12
CC(C)CN(C(=O)c1ccco1)C1CCS(=O)(=O)C1 (centres undefined),-4,-1,19,-6,0,2,1,-3
Cc1ccc(-c2csc(NC(=O)c3cccc(C)c3)c2C(=O)O)cc1,-16,2,12,4,-2,2,-13,45*
c1cncc(-c2nnc(C3CCCCC3)o2)c1,-4,-9,-7,-2,6,5,8,-9
CCCc1nc2n[nH]c(N)c2c2c1CCCC2,-3,1,-2,3,8,6,-11,0
O=C(COc1ccc2c(c1)CCC2)NCc1ccc(Cl)cc1,31,10,10,-4,7,-4,16,8
Cc1nn(S(=O)(=O)c2ccccc2)c(C)c1Sc1ccc([N+](=O)[O-])cc1,3,-4,3,1,-8,-1,27,-18
Fc1cccc(-c2nn[nH]n2)c1,6,-1,-5,-3,2,-10,15,-2
Cc1ccc(Nc2nc(CSc3nnc(-c4cccnc4)n3-c3ccccc3C)cs2)cc1,2,-4,4,-2,18,5,13,9
CC(=O)c1ccc(N(CC(=O)Nc2cc(C)on2)S(=O)(=O)c2ccc(C)cc2)cc1,5,11,-8,-5,-11,9,10,-6
CCn1cc(C(=O)OC(C)C(=O)Nc2c(C)n(C)n(-c3ccccc3)c2=O)c(=O)c2ccc(C)nc21 (centres undefined),5,0,x,x,x,-2,12,3
COc1ccc2cc3cc(C(=O)N4CCN(Cc5ccc6c(c5)OCO6)CC4)oc3nc2c1,-1,10,11,-2,10,-16,1,-10
O=C(Nc1ccc2c(c1)OCCO2)c1ccc(Cl)c(S(=O)(=O)N2CCOCC2)c1,-14,-6,-21,3,6,-1,7,-11
COc1ccccc1-n1cnnc1SC1CCOC1=O (centres undefined),3,5,-3,1,1,-2,-11,-7
COc1cc(-n2c(=O)c3ccccc3n(Cc3cccnc3)c2=O)cc(OC)c1OC,17,-15,3,-1,4,-9,11,6
CCOc1ccc(NC(=O)C(C)Oc2ccccc2C(=O)Nc2ccc(C)c(Cl)c2)cc1 (centres undefined),0,33,-5,-2,6,1,-4,6
Cn1c(SCC(=O)Nc2ccc(Br)cn2)nnc1C1CC1,-2,-1,-5,1,-6,-1,-2,0
CC12CCC(C(=O)N/N=C/c3ccc(O)cc3)(OC1=O)C2(C)C (centres undefined),-11,-2,-11,0,-2,3,8,-1
O=C(CSc1ccccn1)Nc1ccc2c(c1)OCO2,-9,-17,-18,-5,-5,10,0,2
Cc1nn(Cc2ccccc2)c(C)c1CCC(=O)O,-7,3,11,7,-2,-11,12,-8
NC(=O)c1ccc(NC(=O)COc2cccc3c2CCNC3=O)cc1,1,-10,-35,9,-2,-3,7,-6
CCOC(=O)c1sc(N2C(=O)C(O)=C(C(=O)c3ccc(C)o3)C2c2cccc([N+](=O)[O-])c2)nc1C (centres undefined),-9,4,x,x,x,11,13,6
O=C(N/N=C/c1c[nH]c2ccccc12)c1cc(Cl)ccc1O,6,-1,7,0,3,5,22,1
COc1ccc(N=c2oc3cc(O)ccc3cc2C(=O)NCC2CCCO2)cc1 (centres undefined),11,28,24,-5,-1,16,28,-10
COc1ccc(-c2cc3ccccc3oc2=O)cc1NC(=O)c1ccc(Br)o1,1,3,-10,-2,23,0,19,-9
CC(Sc1nnc(CNC(=O)c2ccco2)n1C)C(=O)Nc1nccs1 (centres undefined),16,3,-2,1,-4,0,2,-1
CCNC(=O)NC(=O)C(C)OC(=O)C1CCN(S(=O)(=O)c2ccccc2F)CC1 (centres undefined),1,-7,0,-2,10,-4,0,-4
CC(C(=O)O)n1cc(Cl)cn1 (centres undefined),1,4,5,-1,2,-2,-6,15
CCOc1ccc(NC(=S)N=Nc2c(O)[nH]c3ccccc23)cc1,-18,7,31,-5,61*,25,26,-11
N#CCc1c(C#N)c(N)nc(N2CCN(Cc3ccc4c(c3)OCO4)CC2)c1C#N,17,6,-5,3,1,-4,11,-10
CC(C)Oc1ccc(S(=O)(=O)N2CCOCC2)cc1NC(=O)Cc1c(F)cccc1Cl,15,7,7,-4,-3,-4,9,-14
CCc1c(C(=O)OCc2ccccc2)[nH]c(C)c1C,-29,-6,1,2,0,-8,-1,23
Cc1ccc(-c2nn3c(C)nnc3c3ccccc23)cc1S(=O)(=O)N(C)CCO,37,0,10,1,-1,2,3,4
O=C(Nc1ccc(S(=O)(=O)Nc2ncccn2)cc1)C1COc2ccccc2O1 (centres undefined),0,-1,17,-3,5,-1,15,-5
COc1ccc(OC)c(NC(=O)CSc2ccc(-c3ccco3)nn2)c1,0,14,-22,0,0,16,-6,2
CCc1cc(C(=O)N=Nc2c(O)[nH]c3ccc([N+](=O)[O-])cc23)c2ccccc2n1,7,14,7,-2,-32,9,28,-9
O=C(Cc1c(Cl)cccc1Cl)Nc1ccc(S(=O)(=O)Nc2ncccn2)cc1,0,-6,10,0,4,-3,8,2
O=C(COC(=O)c1ccc(C(F)(F)F)cc1)Nc1cccc(S(=O)(=O)NC2=NCCCCC2)c1,-9,1,1,-3,17,2,13,-15
COc1ccc(CNC(=O)CCOc2ccc(C(C)(C)C)cc2)cc1,-3,5,-17,-5,-11,0,9,-3
CN(C)c1cccc(C(=O)Nc2ccc3nc4n(c(=O)c3c2)CCCCC4)c1,-14,7,-19,-1,-8,5,6,-14
Cc1cccc2nc(CSc3ccccc3N)cn12,-12,1,7,-3,0,-9,-3,-10
Cc1ccc(C(=O)N/C(=C\c2cccs2)C(=O)NCCc2c[nH]c3ccccc23)cc1C,-2,21,-7,-3,-12,16,-30,-13
COCCN(CCOC)Cc1c(C)[nH]c2c(C)c(C)ccc2c1=O,-5,-8,-9,4,0,4,1,0
C=CCn1c(=NC(=O)c2sc3ccccc3c2Cl)sc2cc(S(N)(=O)=O)ccc21,7,14,2,-1,3,12,6,-9
O=C(NCCO)/C(=C\c1cccs1)NC(=O)c1cccs1,1,-16,14,4,1,-5,19,9
# Next part.
SMILES,Gli-Sufu antag,EBI2 block,APJ antagonist,APJ agonist,UBC13 inh,CXCR6 block,CCR6 antagonist,ATG4B inhibitor
Cc1c(Cl)cccc1NC(=S)N(Cc1ccco1)C(C)c1ccccn1 (centres undefined),8,-5,-5,-4,-21,-8,23,-5
O=C(O)c1ccc(NCc2cccs2)cc1,7,-9,1,0,-1,-7,-10,1
CC(CCc1ccccc1)NC(=O)COC(=O)C1=COCCO1 (centres undefined),-1,-11,5,-2,1,-4,-2,0
Cc1cc(C(=O)N/N=C/c2ccco2)n[nH]1,-17,3,-14,0,-1,0,5,-2
CS(=O)(=O)N1CCC(C(=O)NCc2ccncc2)CC1,5,7,6,-1,0,-5,-2,-9
Cc1cc(NC(=O)CSc2nnc(-c3ccc4c(c3)OCCO4)o2)no1,-37,-4,10,1,-3,-2,-5,-10
CC(C)CNS(=O)(=O)c1ccc(CCC(=O)NCCC2=CCCCC2)cc1,14,12,-11,-1,2,2,9,-8
Cc1noc(C)c1C(=O)OCC(=O)c1c[nH]c2ccccc12,-2,14,-10,-1,-7,3,-6,4
Cc1ccc(CNC(=O)c2ccc(CS(=O)(=O)c3ccccc3)o2)cc1,-2,-5,13,1,4,-3,9,11
Cc1cccnc1Nc1ncnc(N)c1[N+](=O)[O-],-1,-28,-6,-2,9,-6,7,-5
Cc1ccc(-n2c(=S)[nH]c3sc4c(c3c2=O)CCC4)cc1,-14,-11,7,-4,33,-2,-1,7
COc1cc(C(C)=O)ccc1OCC(O)CNCC1(N2CCCCC2)CCCCC1 (centres undefined),9,-9,-2,-3,-12,2,5,-9
O=Cc1ccc2c(c1)CCN2Cc1ccccc1,1,6,-27,-2,3,-8,18,-3
Cc1ccc(NC(=S)N2CCCCC2)cc1C,-10,13,2,-4,2,-4,2,2

# Retrieved by compound from above, 2 records:
SMILES,Gli-Sufu antag,EBI2 block,APJ antagonist,APJ agonist,UBC13 inh,CXCR6 block,CCR6 antagonist,ATG4B inhibitor
CN(C)c1cccc(C(=O)Nc2ccc3nc4n(c(=O)c3c2)CCCCC4)c1,-14,7,-19,-1,-8,5,6,-14
CN1CCN(CC(=O)Nc2ccc(Cl)cc2Cl)CC1,-1,-3,8,-3,5,-7,-4,-11
